High-throughput results from PubChem.
BLM helicase inh – inhibitors of human Bloom syndrome helicase BLM; P54132; recombinant BLM DNA unwinding, fluorescence dequenching; Potency, µM (doses to about 56.1 µM), inactives show at the highest dose activity change, negative = inhibition, usual class: inhibitors; hit rate 0.2% among 350,000;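 also: potency is read from the fitted curve at half-maximal effect; plate controls were vehicle for no effect and no enzyme for full effect; nearly all actives have a fitted effect of over 35% in size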
ERG Ets-DNA blk – ERG Ets/DNA interaction inhibition | fluorescence polarization, His-ERG Ets domain / labelled DNA | Potency, µM (series often up to 76.9 µM), inactives show top-dose FP activity, negative = inhibition, hits mostly inhibitors | P11308 | hit rate 0.028% among 370,000; active = well fitted inhibition curve with a large enough effect in the polarisation, with a control signal flat; inconclusive = small, poorly fitted or top-dose-only effect, or effect the other way, or a change in a side signal; inactive = no such curve, though single readings can be large or run the other way; the % refers to the polarisation;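 also: polarization taken with two DNA probes labelled with fluorescein and Texas red; potency is read from the fitted curve at half-maximal effect; % of control where 0% means no effect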
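His-tagged ERG Ets domain (1 uM in the protein solution; 300mM KCl, 50mM Tris-HCl, 1mM EDTA, 1mM DTT, pH 7.5) received compound, then a probe mix of 5 nM fluorescein-DNA and 100nM Texas-615-DNA. Fluorescence polarization was read for both dyes.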
Pol kappa inh – DNA polymerase kappa (human) inhibition; Q9UBT6; purified Pol kappa, fluorescent DNA synthesis assay, 10 min; Potency, µM (series often up to 107 µM), inactives show top-dose activity, negative = inhibition, hits mostly inhibitors; hit rate 0.53% among 400,000; also: potency is read from the fitted curve at half-maximal effect; % is scaled to controls: 0 for no effect and ±100 for the full control effect
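Readout: fluorescence, taken kinetically at 0 and 10 min. Conditions: 10 nM Pol kappa, 15 min RT compound preincubation, 50 nM substrate final. Controls: enzyme-free buffer wells.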
Pol beta inh – blocks human DNA polymerase beta activity; P06746; Pol beta primer extension/strand displacement, fluorescence kinetic; Potency, µM (doses to about 114 µM), for the others: at the top dose activity change, negative = inhibition, actives largely listed as inhibitors; hit rate 1.3% among 340,000; AID 485314; also: potency is read from the fitted curve at half-maximal effect; % is scaled to controls: 0 for no effect and ±100 for the full control effect
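Pol beta (10 nM) was preincubated with compound for 15 min at room temperature. The reaction was then started with 50 nM substrate and read immediately and after a further 10 min at room temperature.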
Pol iota inh – inhibitors of human DNA polymerase iota. Potency, µM (doses to about 115 µM), for inactives: at the top dose activity, negative = inhibition, usual class: inhibitors. AID 588590. Pol iota fluorescent replication assay, 10 min. hit rate 1% among 390,000. Q9UNA4; also: potency is read from the fitted curve at half-maximal effect
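Pol iota at 10 nM preincubated 15 min with compounds at room temperature; reaction started with fluorescent substrate, 50 nM final. Fluorescence read kinetically at 0 and 10 min; buffer-only wells as negative control.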
TRHR agonist – activates the human TRH receptor | P34981 | TRHR cells, calcium flux fluo-8, FDSS agonist mode | activation, % at 2 µM | hit rate 0.18% among 360,000; in the data active = activation above about 30%; also: 0% is about no effect
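In this calcium-flux screen, cells bearing human TRHR are dye-loaded with fluo-8, baselined for 10 cycles, then exposed to library compounds; positive kinetic calcium responses during the agonist phase mark hits, with TRH as control.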
12-LOX inh – blocks human arachidonate 12S-lipoxygenase; AID 1671190; purified 12hLO, xylenol orange hydroperoxide absorbance; hit rate 1.1% among 580,000; P18054; Potency, µM (titrated, usually from 108 µM), without a hit: at the highest dose activity change, negative = inhibition, hits mostly inhibitors; also: potency is read from the fitted curve at half-maximal effect; % is scaled to controls: 0 for no effect and ±100 for the full control effect
Target sequence (P18054 whole entry, looked up): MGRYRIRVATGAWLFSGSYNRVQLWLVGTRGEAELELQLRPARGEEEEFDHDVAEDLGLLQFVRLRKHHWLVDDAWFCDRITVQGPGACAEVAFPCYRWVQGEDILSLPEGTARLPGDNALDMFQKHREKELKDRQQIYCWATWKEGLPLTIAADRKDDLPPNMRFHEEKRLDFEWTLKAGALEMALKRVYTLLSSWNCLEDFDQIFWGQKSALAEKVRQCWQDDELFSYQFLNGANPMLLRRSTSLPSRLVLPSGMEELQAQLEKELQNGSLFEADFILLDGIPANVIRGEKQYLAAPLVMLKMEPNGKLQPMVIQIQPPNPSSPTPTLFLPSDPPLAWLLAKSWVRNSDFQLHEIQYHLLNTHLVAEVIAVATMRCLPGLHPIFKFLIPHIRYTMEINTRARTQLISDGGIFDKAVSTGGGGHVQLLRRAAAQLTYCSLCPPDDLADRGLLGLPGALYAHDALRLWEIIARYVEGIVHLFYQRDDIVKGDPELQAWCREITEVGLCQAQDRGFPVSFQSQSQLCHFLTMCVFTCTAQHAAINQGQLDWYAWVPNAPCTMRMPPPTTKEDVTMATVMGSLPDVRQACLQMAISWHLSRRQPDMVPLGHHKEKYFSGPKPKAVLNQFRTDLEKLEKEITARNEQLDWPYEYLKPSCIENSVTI
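Hydroperoxide product was detected by ferrous iron/xylenol orange as the 573 to 405 nm absorbance ratio. Arachidonic acid at 40 uM (final) was turned over for 30 min at room temperature by 150 nM human 12hLO, pH 7.0 Hepes buffer, after 15 min compound preincubation.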
APE1 inh – blocks human APE1 abasic DNA cleavage; Potency, µM (titrated, usually from 65.8 µM), without a hit: at the highest dose activity change, negative = inhibition, usual class: inhibitors; AID 2517; recombinant APE1, TAMRA/BHQ-2 abasic DNA cleavage fluorescence; hit rate 0.35% among 350,000; P27695;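 also: potency is read from the fitted curve at half-maximal effect; plate controls were vehicle for no effect and reference inhibitor for full effect; nearly all actives have a fitted effect of over 55% in size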
Target sequence (P27695 whole entry, looked up): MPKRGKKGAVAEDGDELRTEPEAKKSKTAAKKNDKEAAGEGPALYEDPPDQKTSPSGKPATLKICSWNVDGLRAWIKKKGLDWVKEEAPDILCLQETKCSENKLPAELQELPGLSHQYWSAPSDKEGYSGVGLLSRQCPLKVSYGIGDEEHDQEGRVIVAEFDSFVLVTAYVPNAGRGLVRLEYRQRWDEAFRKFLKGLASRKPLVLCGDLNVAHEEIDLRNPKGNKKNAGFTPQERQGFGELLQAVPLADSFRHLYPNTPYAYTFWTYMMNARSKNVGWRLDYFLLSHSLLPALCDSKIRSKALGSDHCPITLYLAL
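Kinetic fluorescence read (525 ex/598 em nm, three reads 60 s apart) of AP-site incision; signal = third minus first read. Enzyme 0.75 nM, dual-labelled THF duplex 50 nM, compound preincubation 15 min RT.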
Anesthetic bind – binds horse apoferritin like a general anesthetic. apoferritin/1-aminoanthracene competitive binding, fluorescence. P02791. hit rate 0.074% among 350,000. Potency, µM (highest dose often 77.5 µM), inactives show top-dose activity change, negative = displacement, usual class: inhibitors. AID 485281; also: potency is read from the fitted curve at half-maximal effect; % is scaled to controls: 0 for no effect and ±100 for the full control effect; nearly all actives have a fitted effect of over 20% in size
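Concentration-response curves derived by four-parameter Hill fitting of normalized fluorescence, where compounds displaced 1-AMA from 10 uM horse apoferritin following a brief 10 min room-temperature incubation; propofol titration acted as positive control.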
* = called active by the depositor; ? = inconclusive; · = no result given; & = joins results of further samples; [ ] = another dose, or the depositor's remark. Unless noted, calls follow the shape of the dose curve; as a rule, active = well fitted curve in the direction sought with a large enough effect; inconclusive = small, poorly fitted or top-dose-only effect, or another doubt; inactive = no such curve, though single readings can be large; an effect the other way counts as inactive or inconclusive.

cpd	smiles	BLM helicase inh	ERG Ets-DNA blk	Pol kappa inh	Pol beta inh	Pol iota inh
1	CC1CCCC(C)N1CCCNC(=O)C1CCCN(c2ncnc3c2nc2n3CCCCC2)C1 (stereo not drawn)	-9%	-1%	-28%	-2%	4%
2	C[C@H](NC(=O)c1ccccc1Cl)C(=O)OCc1cn2cc(Cl)ccc2n1	·	-2%	-1%	·	21%
3	COc1ccc(S(=O)(=O)N2CCN(C(=O)NCc3ccc(OC)c(OC)c3)CC2)cc1	-2%	1%	-4%	8%	-19%
4	COC(=O)c1ccccc1NC(=O)CN1C(=O)c2ccccc2C1=O	·	11%	-6%	·	5%
5	COCCNC(=O)C12CC3CC(C1)CC(c1ccccc1)(C3)C2	-1%	6%	-13%	32%	-22%
6	Cc1nnc(-c2cnn(C)c2N)n1Cc1ccc2c(c1)OCO2	-11%	5%	-12%	-13%	?
7	Cc1cc(S(=O)(=O)NC2CCCCC2)ccc1OCC(=O)NCC1CCCO1 (stereo not drawn)	0%	4%	-8%	38%	-15%
8	CN(C)C1CCN(C(=O)c2cccc(OC3CCN(S(=O)(=O)N(C)C)CC3)c2)C1 (stereo not drawn)	1%	2%	-1%	4%	-2%
9	CCOc1ccc(N2CC(NC(=O)C3CC3)CC2=O)cc1 (stereo not drawn)	1%	-2%	-10%[60.1 µM]	35%[activator]	?
10	O=C(Nc1cccc(S(=O)(=O)N2CCCCC2)c1)c1ccc2c(c1)OCO2	-7%	·	-12%	11%	18%
11	CC/C(=N\NC(=S)Nc1ccc(OC)cc1)c1ccc(OC(F)F)cc1	-8%	-20%	-5%	-1%	126%[activator]
12	S=c1[nH]nc([C@@H]2C[C@H]2c2ccccc2)n1-c1ccccc1	-1%	0%	-12%	28%	28%

cpd	TRHR agonist	12-LOX inh	APE1 inh	Anesthetic bind
1	-0.5	-4%	-8%	-5%
2	-0.6	?	38%	·
3	-1.7	-14%	9%	-2%
4	·	0%	·	·
5	-0.1	-15%	10%	-6%
6	0.2	2%	1%	-6%
7	-0.1	-7%	-3%	-13%
8	0.3	0%	29%	-6%
9	0.2	0%	·	5%
10	0.1	-7%	2%	0%
11	0.3	35µM*	-3%	?
12	-1.6	?	-2%	-10%

New compounds follow
cpd	smiles	BLM helicase inh	ERG Ets-DNA blk	Pol kappa inh	Pol beta inh	Pol iota inh
13	O=c1cc(NCc2ccco2)[nH]c(=O)n1-c1ccc(Br)cc1	6%	·	?	-27%	50µM*
14	CCN(CC)S(=O)(=O)c1ccc(NC(=O)CCC2CCCCC2)cc1	-10%	-7%	-6%	-5%	-9%
15	CCOc1ccc(NC(=S)NN2C(C)CCCC2C)cc1 (stereo not drawn)	3%	1%	12%	-2%	25%
16	CCCCN(C)C1=CC2=CC(=C(C#N)C#N)CCC2CC1 (stereo not drawn)	13µM*	69%[activator]	-27%	-2%	?
17	O=C(Nc1ccc2oc(=O)ccc2c1)c1ccc(-c2ccc(Cl)cc2)o1	2%	0%	-14%	0%[57.1 µM]	6%
18	Cc1ccc(NC(=O)c2ccc(F)cc2F)cc1	·	-5%	-3%	·	?
19	CC[C@]1(C(=O)OC)[C@H]2C(=O)N(C)C(=O)[C@H]2[C@H]2CN=C(SCc3ccc(C#N)cc3)N21	·	-13%	-8%	·	?
20	COc1ccc(/C=C2\SC(=O)N(CCNC(=O)C3=COCCO3)C2=O)cc1	·	3%	2%	·	7%
21	COc1ccccc1-n1cnnc1SC1CCOC1=O (stereo not drawn)	0%	3%	2%	24%	21%
22	CCCOC(=O)/C(=C\c1ccc([N+](=O)[O-])o1)NC(=O)c1ccccc1	6%	8%	-9%	1%	66%[activator]
23	O=C1NCCCC1C(=O)N/N=C/c1ccc(Cl)cc1 (stereo not drawn)	0%	-1%	-2%	26%	-6%[58.9 µM]
24	Cc1sc(-n2c(C)cc(/C=C3\SC(=S)NC3=O)c2C)c(C#N)c1C	-29%	14%	79µM*	32µM*	?

cpd	TRHR agonist	12-LOX inh	APE1 inh	Anesthetic bind
13	0.4	-13%	-9%	-11%
14	2.9	0%[57.4 µM]	6%	-11%
15	0.1	-12%	-3%	-10%
16	261*	12%	6%	-16%
17	0.6	-1%	27%	1%
18	·	-1%	·	·
19	·	-8%	-2%	·
20	-1.3	?	3%	·
21	0.0	-7%	5%	-15%
22	2.9	-1%	14%	-10%
23	-0.3	333%[activator]	-6%	-8%
24	1.2	?	-7%	?

The list goes on:
cpd	smiles	BLM helicase inh	ERG Ets-DNA blk	Pol kappa inh	Pol beta inh	Pol iota inh
25	Cc1ccc(CSc2ncnc3c2cnn3Cc2ccccc2)cc1C	-11%	8%	7%	6%	-1%
26	Cc1ccccc1C(=O)NC1CCN(CC(=O)NCc2ccc(F)cc2)CC1	-7%	-3%	-4%	38%	22%
27	CC(=O)N1CCc2cc(S(=O)(=O)NCCC(=O)NCCc3ccccc3)ccc21	-1%	-2%	-9%	1%	-5%
28	COC(=O)c1ccccc1C(=O)N1CCCC(CCC(=O)NCc2ccc(F)c(F)c2)C1 (stereo not drawn)	-8%	-8%	12%	-13%	41%[activator]
29	O=C(Nc1ccc(Cl)c(C(F)(F)F)c1)[C@@H]1CC=C[C@@H]2CCN(Cc3ccccc3)C(=O)[C@@H]21	·	-5%	2%&-24%	·	-27%&-22%
30	CCN(CC)C1CCN(C(=O)CCc2nnc(CCCCc3ccccc3)o2)C1 (stereo not drawn)	-9%	3%	6%	-27%	-7%
31	CCC(NS(=O)(=O)c1ccc(C)cc1)C(=O)N1CCN(c2ccccn2)CC1 (stereo not drawn)	3%	-4%	-3%	5%	3%
32	CCN(CC(=O)Nc1ccc2c(c1)OCCO2)Cc1cc(=O)n2ccsc2n1	-9%	-1%	-9%	3%	-17%
33	Cc1ccnc(NC(=O)c2ccc(Cl)c([N+](=O)[O-])c2)c1	-5%	-1%	-4%	3%	1%
34	CCc1cccc(C)c1Nc1nc2ccccc2n2cnnc12	-1%	5%	-3%	5%	133%[activator]
35	CSC1=C(C#N)C(c2ccc(C)cc2)C2=C(CCCC2=O)N1 (stereo not drawn)	0%	1%	-2%	1%	10%
36	Cc1ccc(/C=N/NC(=O)CSc2nc3ccccc3c(=O)n2-c2ccccc2C)s1	-5%	·	-9%	3%	?

cpd	TRHR agonist	12-LOX inh	APE1 inh	Anesthetic bind
25	0.3	0%	1%	?
26	1.6	-10%	-2%	2%
27	-0.2	41%[activator]	-3%	0%
28	7.1	0%	5%	-2%
29	·	-1%	·	·
30	0.1	2%	6%	-4%
31	0.1	27%[57.4 µM]	1%	-8%
32	10	-2%	4%	5%
33	0.4	-4%	-5%	-15%
34	-1.5	?	21%	-3%
35	0.0	?	17%	-16%
36	0.8	21%	-5%	-15%

Ordered by length of the SMILES (rising): part of the list above.
cpd	smiles	BLM helicase inh	ERG Ets-DNA blk	Pol kappa inh	Pol beta inh	Pol iota inh
35	CSC1=C(C#N)C(c2ccc(C)cc2)C2=C(CCCC2=O)N1 (stereo not drawn)	0%	1%	-2%	1%	10%
36	Cc1ccc(/C=N/NC(=O)CSc2nc3ccccc3c(=O)n2-c2ccccc2C)s1	-5%	·	-9%	3%	?
28	COC(=O)c1ccccc1C(=O)N1CCCC(CCC(=O)NCc2ccc(F)c(F)c2)C1 (stereo not drawn)	-8%	-8%	12%	-13%	41%[activator]

cpd	TRHR agonist	12-LOX inh	APE1 inh	Anesthetic bind
35	0.0	?	17%	-16%
36	0.8	21%	-5%	-15%
28	7.1	0%	5%	-2%

Further compounds follow.
cpd	smiles	BLM helicase inh	ERG Ets-DNA blk	Pol kappa inh	Pol beta inh	Pol iota inh
37	CNC(=O)c1ccsc1NC(=O)c1ccc(Cl)s1	2%	2%	-11%	-16%	-13%
38	COc1ccc(NC(=O)CSc2nnnn2C)cc1	-7%	-2%	-14%	3%	63%[activator]
39	CC(C)[C@H](NC(=O)[C@H](Cc1ccccc1)n1c(=O)[nH]c2ccccc2c1=O)C(=O)N[C@@H](Cc1ccccc1)C(=O)O	0%	9%	-6%	29%	-9%
40	Cc1cccc(NC(=O)c2cc(NC(=O)C3CCCCC3C(=O)O)ccc2N2CCCCC2)c1 (stereo not drawn)	-1%	-3%	-4%	-1%	-11%[58.9 µM]

cpd	TRHR agonist	12-LOX inh	APE1 inh	Anesthetic bind
37	1.4	?	-4%	44%[activator]
38	0.3	0%	17%	-6%
39	0.3	21%	19%	-15%
40	-0.4	-15%	-6%	-4%

Looked up above:
Entry for no. 7 under ERG Ets-DNA blk: 4%
Entry for no. 11 under APE1 inh: -3%

Structural class: the compounds so far with a Cl atom
cpd	smiles	BLM helicase inh	ERG Ets-DNA blk	Pol kappa inh	Pol beta inh	Pol iota inh
2	C[C@H](NC(=O)c1ccccc1Cl)C(=O)OCc1cn2cc(Cl)ccc2n1	·	-2%	-1%	·	21%
17	O=C(Nc1ccc2oc(=O)ccc2c1)c1ccc(-c2ccc(Cl)cc2)o1	2%	0%	-14%	0%[57.1 µM]	6%
23	O=C1NCCCC1C(=O)N/N=C/c1ccc(Cl)cc1 (stereo not drawn)	0%	-1%	-2%	26%	-6%[58.9 µM]
29	O=C(Nc1ccc(Cl)c(C(F)(F)F)c1)[C@@H]1CC=C[C@@H]2CCN(Cc3ccccc3)C(=O)[C@@H]21	·	-5%	2%&-24%	·	-27%&-22%
33	Cc1ccnc(NC(=O)c2ccc(Cl)c([N+](=O)[O-])c2)c1	-5%	-1%	-4%	3%	1%
37	CNC(=O)c1ccsc1NC(=O)c1ccc(Cl)s1	2%	2%	-11%	-16%	-13%

cpd	TRHR agonist	12-LOX inh	APE1 inh	Anesthetic bind
2	-0.6	?	38%	·
17	0.6	-1%	27%	1%
23	-0.3	333%[activator]	-6%	-8%
29	·	-1%	·	·
33	0.4	-4%	-5%	-15%
37	1.4	?	-4%	44%[activator]

Only part of the results is shown; the hit share may differ from the screen's.
